Screens as filed in PubChem BioAssay.
RSV antiviral HEp-2: RSV antiviral activity via CPE protection, HEp-2 cells, primary 10 µM value included (AID 2391). HEp-2 cells, RSV-induced CPE inhibition; higher % means a stronger effect. CPE inhibition, % at 10 µM, or IC50 in µM where a hit was titrated. actives 0.13% (n = 310,000); in the data active = a potency from the dose series; inconclusive = CPE inhibition mostly from about 23% at the one dose, without a potency; inactive = the rest, 99 in 100 with CPE inhibition below about 21%; note: strong numbers were not always called active
NTR1 ag: NTR1-driven beta-arrestin-GFP spot formation – imaging, U2OS cells, high content, primary screen (AID 493036); agonist mode; activation, % at 20 µM; P30989; actives 0.17% (n = 330,000);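 active = activation at or above 40% of the spot to cytoplasm intensity ratio, with at least 20 cells analyzed; inconclusive = wells under 20 cells, flagged as cytotoxic or low count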;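 note: 0% = DMSO without peptide and 100% = 100 nM NTR1 peptide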
Target sequence (P30989 whole entry, looked up): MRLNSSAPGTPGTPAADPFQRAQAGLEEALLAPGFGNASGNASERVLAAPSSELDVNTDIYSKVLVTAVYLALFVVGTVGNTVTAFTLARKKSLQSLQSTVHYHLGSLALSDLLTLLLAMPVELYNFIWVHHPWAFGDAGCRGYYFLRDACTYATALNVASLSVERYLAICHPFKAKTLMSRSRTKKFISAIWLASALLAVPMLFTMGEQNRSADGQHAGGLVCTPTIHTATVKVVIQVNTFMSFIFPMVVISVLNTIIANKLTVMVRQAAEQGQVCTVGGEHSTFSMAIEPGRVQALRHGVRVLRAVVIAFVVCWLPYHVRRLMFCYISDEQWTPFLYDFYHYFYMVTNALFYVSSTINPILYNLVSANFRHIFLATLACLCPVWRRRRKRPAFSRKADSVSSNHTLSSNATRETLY
Rac1 GTP hydrolysis: MgcRacGAP GTPase-activating activity inhibitors, confirmation, biochemical, ADP Hunter fluorescence; MgcRacGAP-stimulated Rac1 GTP hydrolysis, ADP Hunter fluorescence; higher % means a stronger effect; GST-tagged Rac1 F28L mutant substrate; inhibition, % at 30 µM, or IC50 in µM where a hit was titrated; actives 0.6% (n = 340,000); AID 624330;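 active = first-screen hits whose inhibition reached a set limit at any dose in the follow-up dose series; inconclusive = inhibition above the set first-screen limit but never retested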;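 note: fluorescence reports GDP produced by GAP-driven GTP hydrolysis; strong numbers were not always called active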
UTI89 phage lysis: inhibition of K1F phage lysis, E. coli UTI89, bacterial capsule biogenesis inhibitors, alamar blue (AID 488966); actives 0.02% (n = 340,000); E. coli UTI89 K1F phage lysis, alamar blue, 2 h; higher % means a stronger effect; inhibition, % at 100 µM, or IC50 in µM where a hit was titrated;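 active = phage lysis inhibition, versus mean bacterial control, above a set limit; inconclusive = no clear call, values can overlap the other calls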;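 note: capsule biogenesis inhibitors block K1F phage lysis so surviving cells raise fluorescence; higher fluorescence means more inhibition of phage lysis; actives were called in the ten point dose series up to 300 µM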
T cell modulator: modulates CD8 T cell binding to vesicles | 2C CD8+ T cell-vesicle binding, flow cytometry; active compounds read low | calls only at 7 µM | actives 0.068% (n = 330,000);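 active = response, share of CD8 T cells binding vesicles, and their 90th percentile fluorescence all below set limits, cut at about 80% in these data, passing the limit was not always enough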
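incubation = binding step 1.5 h, 37 °C, antibody labelling 20 min, ice | test system = 2C mouse CD8+ T cells | read-out basis = percent CD8+ FL2 mean versus row control | controls = Peptide-free naked vesicles (low) and QL9 vesicles with 0.7% DMSO vehicle (high) | detection = flow cytometry of vesicle-bound cells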
SV40 large T antigen: SV40 large T antigen inhibitors, biochemical (AID 1903). actives 0.39% (n = 310,000). inhibition, % at 20 µM; hits with a dose series show IC50 in µM. SV40 large T antigen ATPase/helicase inhibition assay; higher % means a stronger effect; in the data active = a potency from the dose series; inconclusive = inhibition mostly from about 32% at the one dose, without a potency; inactive = the rest, 99 in 100 with inhibition below about 32%; note: strong numbers were not always called active
Salmonella PhoP GFP: PhoP-dependent GFP reporter repression – Salmonella Typhimurium, primary screen (AID 1863); actives 0.16% (n = 300,000); S. Typhimurium PhoP-regulated promoter GFP reporter, 4 h; higher % means a stronger effect; inhibition, % at 50 µM; hits with a dose series show IC50 in µM;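 active = inhibition over 29.93%, a cutoff 3 SD above the screen mean, later confirmed by dose response; inconclusive = inhibition over 29.93% but no dose response follow-up; inactive = inhibition at most 29.93% or unconfirmed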;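 note: 0% = low Mg2+ inducing control and 100% = high Mg2+ repressing control; strong numbers were not always called active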
Myeloid diff 2: myeloid differentiation induction; ER-HoxA9 myeloid progenitors, lysozyme-GFP differentiation, flow cytometry; calls only at 10 µM; actives 1% (n = 360,000);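 active = normalized GFP-positive differentiation at or above the plate's own cutoff, the solvent-only control mean plus 3 SD; inconclusive = no clear call, values can overlap the other calls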;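 note: cells exposed to compound for four days before flow analysis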
TNAP activators: stimulation of alkaline phosphatase TNAP activity – biochemical, luminescent, no phosphate acceptor, uHTS, primary screen (AID 1001); activation fold at 20 µM, or EC50 in µM where a hit was titrated; purified TNAP, luminescent activation assay, no phosphate acceptor; higher activation fold means a stronger effect; actives 0.03% (n = 200,000); in the data active = activation fold from about 3, or a potency from the dose series; inactive = the rest, 99 in 100 with activation fold below about 1.6; note: many of its hits are not listed in these tables
T cell modulator vesicle-bound %: further read-out of T cell modulator, marked with its call; double positive events, %; measured here: CD8+ vesicle-bound cell fraction;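 binding gate set so that unloaded-vesicle control wells show 10% double positive cells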
NTR1 ag cell count 20 µM: recorded beside NTR1 ag, whose call it bears; cell count; measured here: cell count, cytotoxicity flag
Myeloid diff 2 GFP+ MAC1+ %: also measured in Myeloid diff 2; calls as there; GFP+ MAC1+ double positive, %; measured here: differentiation confirmed by MAC1 staining
* marks the source's active call; other numbers are inactive results; [ ] = remark or other dose.

Screening CN(C(=O)COC(=O)c1ccc(Cl)s1)C1(C#N)CCCCC1 returned NTR1 ag 0.2, Rac1 GTP hydrolysis -5%, UTI89 phage lysis -0.1%[50 µM], Myeloid diff 2 inactive, NTR1 ag cell count 20 µM 62 and Myeloid diff 2 GFP+ MAC1+ % 1.0.
`CC(C)NC(=O)NC(=O)COC(=O)c1ccccc1O` gave RSV antiviral HEp-2 1.1%, NTR1 ag 1.5, Rac1 GTP hydrolysis 10%, UTI89 phage lysis 0.1%, T cell modulator inactive, SV40 large T antigen 4%, Salmonella PhoP GFP 5%, Myeloid diff 2 inactive, TNAP activators 1.1, T cell modulator vesicle-bound % 20, NTR1 ag cell count 20 µM 73 and Myeloid diff 2 GFP+ MAC1+ % 1.2.
COc1cc(O)c(C(CC(=O)N2CCCCC2)c2ccc(N(C)C)cc2)c(OC)c1 (centres undefined) was read as NTR1 ag -0.3, Rac1 GTP hydrolysis 16%, UTI89 phage lysis 0.7%, Salmonella PhoP GFP -3%, Myeloid diff 2 inactive, NTR1 ag cell count 20 µM 56 and Myeloid diff 2 GFP+ MAC1+ % 1.7.
COc1ccc(CCNC(=O)CCNS(=O)(=O)c2cc(Br)cnc2N)cc1OC was read as RSV antiviral HEp-2 1.7%, NTR1 ag -1.1, Rac1 GTP hydrolysis -12%, UTI89 phage lysis 0.2%, T cell modulator inactive, SV40 large T antigen 5%, Salmonella PhoP GFP 8%, Myeloid diff 2 inconclusive, T cell modulator vesicle-bound % 13 and NTR1 ag cell count 20 µM 64.
Cc1ccc2oc(=O)cc(CN3CCCCC3)c2c1 was read as RSV antiviral HEp-2 2.7%, NTR1 ag -0.5, Rac1 GTP hydrolysis -2%, UTI89 phage lysis -0.2%, T cell modulator inactive, SV40 large T antigen 19%, Salmonella PhoP GFP -1%, Myeloid diff 2 inactive, T cell modulator vesicle-bound % 26, NTR1 ag cell count 20 µM 66 and Myeloid diff 2 GFP+ MAC1+ % 0.6.
Screening CCOc1cccc(N2C(=O)CC(N3CCN(c4nc5ccccc5s4)CC3)C2=O)c1 (centres undefined) returned RSV antiviral HEp-2 2.7%, NTR1 ag 3.0, Rac1 GTP hydrolysis 5%, UTI89 phage lysis 0.1%, T cell modulator inactive, SV40 large T antigen 1%, Salmonella PhoP GFP 3%, Myeloid diff 2 inactive, TNAP activators 1.1, T cell modulator vesicle-bound % 56, NTR1 ag cell count 20 µM 90 and Myeloid diff 2 GFP+ MAC1+ % 0.5.
For Cc1nn(-c2ccccc2)c2c1C1(C(=O)N(C(C)C)c3ccccc31)C(C#N)=C(N)O2 (centres undefined) the results were RSV antiviral HEp-2 0.9%, NTR1 ag 2.4, Rac1 GTP hydrolysis 14%, UTI89 phage lysis -0.4%, T cell modulator inactive, SV40 large T antigen 28%, Salmonella PhoP GFP 4%, Myeloid diff 2 inactive, TNAP activators 1, T cell modulator vesicle-bound % 40, NTR1 ag cell count 20 µM 36 and Myeloid diff 2 GFP+ MAC1+ % 0.7.
Screening CCn1c(CNc2ccc(C(=O)O)cc2)nc2ccccc21 returned RSV antiviral HEp-2 1.1%, NTR1 ag -1.9, Rac1 GTP hydrolysis -2%, UTI89 phage lysis 0.3%[50 µM], T cell modulator inactive, SV40 large T antigen 2%, Salmonella PhoP GFP 26%, Myeloid diff 2 inactive, TNAP activators 1.1, T cell modulator vesicle-bound % 23, NTR1 ag cell count 20 µM 50 and Myeloid diff 2 GFP+ MAC1+ % 8.7.
CC1(C(=O)Nc2nc3ccc(S(C)(=O)=O)cc3s2)CC1(Cl)Cl (centres undefined) was read as RSV antiviral HEp-2 1.4%, NTR1 ag 0.8, Rac1 GTP hydrolysis 8%, UTI89 phage lysis 0.5%, T cell modulator inactive, SV40 large T antigen 15%, Myeloid diff 2 inactive, T cell modulator vesicle-bound % 53, NTR1 ag cell count 20 µM 51 and Myeloid diff 2 GFP+ MAC1+ % 0.4.
Screening Cc1ccccc1C(=O)Oc1ccccc1N1C(=O)C2CC=CCC2C1=O (centres undefined) returned RSV antiviral HEp-2 0.5%, NTR1 ag -1.5, Rac1 GTP hydrolysis 4%, UTI89 phage lysis 1.3%[50 µM], T cell modulator inactive, SV40 large T antigen 8%, Salmonella PhoP GFP 4%, Myeloid diff 2 inactive, TNAP activators 1, T cell modulator vesicle-bound % 52, NTR1 ag cell count 20 µM 57 and Myeloid diff 2 GFP+ MAC1+ % 0.7.
For O=C(CN1C(=O)C2C3C=CC(C4CC34)C2C1=O)OCC(=O)c1ccccc1 (centres undefined) the results were RSV antiviral HEp-2 1.3%, NTR1 ag 1.7, Rac1 GTP hydrolysis 0%, UTI89 phage lysis 1.8%, T cell modulator inactive, SV40 large T antigen 4%, Salmonella PhoP GFP -5%, Myeloid diff 2 inactive, TNAP activators 1, T cell modulator vesicle-bound % 40, NTR1 ag cell count 20 µM 41 and Myeloid diff 2 GFP+ MAC1+ % 0.5.
`Cc1c(C(c2ccc(F)cc2)c2c(C)n(C)n(-c3ccccc3)c2=O)c(=O)n(-c2ccccc2)n1C` gave RSV antiviral HEp-2 0.7%, NTR1 ag -0.7, Rac1 GTP hydrolysis -6%, UTI89 phage lysis -1.1%, T cell modulator inactive, SV40 large T antigen 3%, Salmonella PhoP GFP -1%, Myeloid diff 2 inactive, T cell modulator vesicle-bound % 57, NTR1 ag cell count 20 µM 63 and Myeloid diff 2 GFP+ MAC1+ % 0.5.

Looked up one by one from the list above (two):
COc1cc(O)c(C(CC(=O)N2CCCCC2)c2ccc(N(C)C)cc2)c(OC)c1 (centres undefined) was read as NTR1 ag -0.3, Rac1 GTP hydrolysis 16%, UTI89 phage lysis 0.7%, Salmonella PhoP GFP -3%, Myeloid diff 2 inactive, NTR1 ag cell count 20 µM 56 and Myeloid diff 2 GFP+ MAC1+ % 1.7.
`CC(C)NC(=O)NC(=O)COC(=O)c1ccccc1O` gave RSV antiviral HEp-2 1.1%, NTR1 ag 1.5, Rac1 GTP hydrolysis 10%, UTI89 phage lysis 0.1%, T cell modulator inactive, SV40 large T antigen 4%, Salmonella PhoP GFP 5%, Myeloid diff 2 inactive, TNAP activators 1.1, T cell modulator vesicle-bound % 20, NTR1 ag cell count 20 µM 73 and Myeloid diff 2 GFP+ MAC1+ % 1.2.

Later entries
For CC(C)OC(=O)c1c2c(n3ccccc13)C(=O)c1ccccc1C2=O the results were RSV antiviral HEp-2 5.5%, NTR1 ag -2.6, Rac1 GTP hydrolysis 15%, UTI89 phage lysis 0.0%, T cell modulator inactive, SV40 large T antigen 5%, Salmonella PhoP GFP -23%, Myeloid diff 2 inactive, TNAP activators 1, T cell modulator vesicle-bound % 39, NTR1 ag cell count 20 µM 111 and Myeloid diff 2 GFP+ MAC1+ % 0.3.
Screening O=C(CN1C(=O)NC2(CCCCC2)C1=O)Nc1nc2c(F)cc(F)cc2s1 returned RSV antiviral HEp-2 -1.0%, NTR1 ag -1.2, Rac1 GTP hydrolysis -2%, UTI89 phage lysis 0.9%[50 µM], T cell modulator inactive, SV40 large T antigen 23%, Salmonella PhoP GFP -2%, Myeloid diff 2 inactive, T cell modulator vesicle-bound % 51, NTR1 ag cell count 20 µM 52 and Myeloid diff 2 GFP+ MAC1+ % 0.3.
Screening COCCN(CC(=O)Nc1cccc(C)c1C)C(=O)c1oc2c(Cl)cccc2c1C returned RSV antiviral HEp-2 4.7%, NTR1 ag 5.0, Rac1 GTP hydrolysis 4%, UTI89 phage lysis 0.7%[50 µM], T cell modulator inactive, Myeloid diff 2 inactive, T cell modulator vesicle-bound % 32, NTR1 ag cell count 20 µM 66 and Myeloid diff 2 GFP+ MAC1+ % 0.6.
`CC(=O)Nc1ccccc1C(=O)N1CCN(Cc2ccc3c(c2)OCO3)CC1` gave RSV antiviral HEp-2 1.2%, NTR1 ag 0.7, Rac1 GTP hydrolysis 9%, UTI89 phage lysis 0.2%, T cell modulator inactive, SV40 large T antigen 5%, Salmonella PhoP GFP -2%, Myeloid diff 2 inactive, T cell modulator vesicle-bound % 59, NTR1 ag cell count 20 µM 62 and Myeloid diff 2 GFP+ MAC1+ % 0.5.
`COC(=O)/C=c1/s/c(=C(\C#N)C(=O)NCc2ccco2)n(-c2ccccc2)c1=O` gave RSV antiviral HEp-2 0.1%, NTR1 ag -3.2, Rac1 GTP hydrolysis 13%, UTI89 phage lysis 1.4%, T cell modulator inactive, SV40 large T antigen 10%, Salmonella PhoP GFP -5%, Myeloid diff 2 inactive, TNAP activators 1.1, T cell modulator vesicle-bound % 46, NTR1 ag cell count 20 µM 82 and Myeloid diff 2 GFP+ MAC1+ % 0.5.
Screening NC(=O)c1c(NC(=O)CSc2nnc(-c3ccco3)n2-c2ccccc2)sc2c1CCC2 returned RSV antiviral HEp-2 -0.8%, NTR1 ag 6.6, Rac1 GTP hydrolysis 9%, UTI89 phage lysis 0.0%, T cell modulator inactive, SV40 large T antigen 17%, Salmonella PhoP GFP 8%, Myeloid diff 2 inactive, TNAP activators 1.1, T cell modulator vesicle-bound % 20, NTR1 ag cell count 20 µM 72 and Myeloid diff 2 GFP+ MAC1+ % 0.9.
`O=C(CSc1nnc(CN2CCOCC2)n1-c1ccc(Cl)cc1)N1CCc2ccccc21` gave RSV antiviral HEp-2 2.2%, NTR1 ag 2.3, Rac1 GTP hydrolysis 8%, UTI89 phage lysis 0.6%, T cell modulator inactive, Myeloid diff 2 inactive, T cell modulator vesicle-bound % 30, NTR1 ag cell count 20 µM 65 and Myeloid diff 2 GFP+ MAC1+ % 0.9.
`COC(=O)c1cc(S(=O)(=O)Nc2cc(OC)cc(OC)c2)c[nH]1` gave RSV antiviral HEp-2 6.2%, NTR1 ag -0.7, Rac1 GTP hydrolysis 17%, UTI89 phage lysis 0.6%, T cell modulator inactive, SV40 large T antigen 19%, Salmonella PhoP GFP 1%, Myeloid diff 2 inactive, T cell modulator vesicle-bound % 18, NTR1 ag cell count 20 µM 55 and Myeloid diff 2 GFP+ MAC1+ % 0.0.
Screening COc1ccc(C(C)=O)cc1COc1ccc([N+](=O)[O-])c(C)c1 returned RSV antiviral HEp-2 0.8%, NTR1 ag -0.3, Rac1 GTP hydrolysis 8%, UTI89 phage lysis 0.2%, T cell modulator inactive, SV40 large T antigen 13%, Salmonella PhoP GFP -3%, Myeloid diff 2 inactive, TNAP activators 1.1, T cell modulator vesicle-bound % 33, NTR1 ag cell count 20 µM 84 and Myeloid diff 2 GFP+ MAC1+ % 0.3.
